Screening data (PubChem BioAssay)
All columns: NCI-60 one-dose screen, growth in % after 48 h at 10 µM unless noted; 100 = growth as untreated, 0 = no growth, -100 = all killed.
OVCAR-4: OVCAR-4 ovarian cancer cells; 3.7% of 80,000 active; AID 1794784
PC-3: PC-3 prostate cancer cells; 3.9% of 80,000 active; AID 1794754
DU-145: DU-145 prostate cancer; 4.2% of 81,000 active; AID 1794760
KM12: KM12 colon cancer cells; 5% of 82,000 active
HCC-2998: HCC-2998 colon cancer | 4.7% of 79,000 active
OVCAR-3: OVCAR-3 ovarian cancer; 7% of 79,000 active; AID 1794787
OVCAR-8: OVCAR-8 ovarian cancer. 4.4% of 81,000 active. AID 1794782
OVCAR-5: OVCAR-5 ovarian cancer. 2.9% of 82,000 active. AID 1794783
SW-620: SW-620 colon cancer | 5.2% of 82,000 active | AID 1794795
An asterisk follows results filed as active; x = not tested or not shown; & = joins results of further samples; ! = not active in a repeat. Rule for the calls: active = growth percent below 10; inactive = the rest.

1	CN(C)CCCN1c2ccccc2Sc2ccc(F)cc21
2	COc1ccc(Cn2nc(-c3ccc(OC)c(OC)c3)c3c2CCc2cnoc2-3)cc1OC
3	O=C(NCOC(O)C(Cl)(Cl)Cl)NCOC(O)C(Cl)(Cl)Cl (stereo not drawn)
4	O=P(O)(O)OCC1OC(n2cnc3c(NCc4ccco4)ncnc32)C(O)C1O (stereo not drawn)
5	COc1cc(-n2nnc3c4nc(-c5ccc([N+](=O)[O-])cc5)oc(=O)c4c(C)nc32)cc(OC)c1OC
6	COc1ccc(N)c(S)c1
7	N#Cc1c(NC(=O)c2cccs2)[n+]([O-])c2cc(C(F)(F)F)ccc2[n+]1[O-]
8	COc1ccc(-c2c(C(=O)NS(=O)(=O)C3CC3)n(Cc3cccc(C(F)(F)F)c3)c3ccccc23)cc1
9	CC(CCc1ccccc1)NC(=O)c1n[nH]c(=O)c2ccccc12 (stereo not drawn)
10	NC(=NCCCOc1ccc(Cl)cc1)Nc1ccc(Cl)cc1

entry no. | 1 | 2 | 3 | 4 | 5 | 6 | 7 | 8 | 9 | 10
OVCAR-4 | 95 | 82 | 108 | 16 | 109 | 96 | 94 | 84 | 102 | 26
PC-3 | 71 | 93 | 96 | 9.0* | 102 | 73 | 65 | 64 | 96 | 27
DU-145 | 93 | 103 | x | -59* | 113 | 102 | 114 | 88 | 110 | 17
KM12 | 89 | 95 | 109 | 44 | 110 | 105 | 108 | 81 | 109 | 41
HCC-2998 | 82 | 102 | 118 | 0.2* | 121 | 103 | 99 | 99 | 156 | x
OVCAR-3 | 94 | 105 | 116 | -72* | 110 | 110 | 82 | 77 | 112 | 54
OVCAR-8 | 96 | 94 | 104 | 9.6* | 107 | 91 | 95 | 75 | 101 | 60
OVCAR-5 | 94 | 104 | 90 | 45 | 103 | 104 | 111 | 97 | 118 | 31
SW-620 | 97 | 114 | 108 | 15 | 101 | 94 | 89 | 94 | 100 | 33

11	COc1ccc(-c2c(NC(=O)Nc3ccc(S(=O)(=O)Nc4nccs4)cc3)cnn2-c2ccc(S(N)(=O)=O)cc2)cc1
12	CCOC(=O)c1ccc2c(c1)[n+](=O)c(C(=O)Nc1ccccc1)c(C)n2[O-]
13	O=C(N/N=C/c1cccc(O)c1)c1ccc(C(F)(F)F)nc1Nc1cccc(C(F)(F)F)c1
14	O=C(CCl)Oc1ccc2ccccc2c1
15	CCCC(=O)Nc1ccccc1C(=O)O
16	Cc1ccc(C(N)(C(=O)O)c2ccccc2)cc1 (stereo not drawn)
17	O=C(CNc1nnc(-c2ccc(O)cc2)o1)N1c2ccccc2Sc2ccccc21
18	CCOC(=O)Nc1ccc2c(c1)/C(=N\NC(N)=S)c1ccccc1-2
19	CS(=O)(=O)c1ccc2c(c1)c1c(n2S(=O)(=O)c2ccc(Cl)cc2)CCCC1
20	CC(=O)Nc1nc(C)c(-c2csc(Nc3ccccc3)n2)s1

entry no. | 11 | 12 | 13 | 14 | 15 | 16 | 17 | 18 | 19 | 20
OVCAR-4 | 113 | 82 | 10 | 109 | 101 | 97 | 81 | 77&61 | 65 | 55
PC-3 | 98 | 61 | -8.9* | 91 | 103 | x | 95 | 91&42 | 31 | 32
DU-145 | 109 | 91 | x | 103 | 98 | 104 | 111 | 84&64 | 23 | 30
KM12 | 114 | 92 | 8.7* | 102 | 90 | 102 | 101 | 54&40 | 29 | 41
HCC-2998 | 109 | 90 | 10 | 120 | 98 | 97 | 96 | 69&61 | 30 | 52
OVCAR-3 | 111 | 101 | -12* | 108 | 95 | 110 | 104 | 83&48 | x | 37
OVCAR-8 | 97 | 74 | 18 | 98 | 91 | 95 | 93 | 55&35 | 32 | 52
OVCAR-5 | 114 | 116 | 34 | 104 | 99 | 105 | 93 | 92&105 | 40 | 42
SW-620 | 101 | 99 | 7.1* | 100 | 105 | 94 | 100 | 81&81 | 9.4* | 58

21	CSc1nc(-c2cccc(C)c2)c2cc(-c3ccccc3)n(C)c2n1
22	COc1cc2nc(-c3ccc(NC(=O)/C=C/c4ccc(F)cc4)cc3)sc2c(OC)c1OC
23	CCOC(=O)c1c(C(=O)OC)c(C(=O)OC)c2ccc3c4ccccc4ccc3n12
24	COc1ccc(/C(=C\c2cc(OC)c(OC)c(OC)c2)C(=O)N2CCN(c3ccccc3)CC2)cc1
25	CC(=O)NCCCS(=O)(=O)O
26	Cn1nc(C(C)(C)C)cc1NC(=O)Cc1ccc(/C=C2\C(=O)Nc3ccccc32)cc1
27	CCOC(=O)CC1CSC(Cc2cccc(F)c2)=N1 (stereo not drawn)
28	O=C(Cn1c2c(c3ccccc31)CCCC2)Nc1ccc(-c2nc3ccccc3s2)cc1
29	COc1cc(C(=O)n2nc(N3CCOCC3)c3ccc(-n4cccc4)cc32)cc(OC)c1OC
30	O=C(Nc1cccc(Cl)c1)c1cc2ccccc2cc1O

entry no. | 21 | 22 | 23 | 24 | 25 | 26 | 27 | 28 | 29 | 30
OVCAR-4 | 31 | 104 | 105 | 104 | 107 | 48 | 111 | 104 | 70 | 10&30
PC-3 | 22 | 99 | 95 | 77 | 84 | 42 | 99 | 95 | 37 | -4.4*
DU-145 | 31 | 123 | 110 | 113 | 118 | 57 | 109 | 99 | 64 | 25&22
KM12 | 6.5* | 103 | 103 | 102 | 102 | 22 | 97 | 101 | 62 | 12&15
HCC-2998 | 39 | 104 | 104 | 102 | 102 | 96 | 105 | 108 | 86 | 27
OVCAR-3 | -32* | 120 | 105 | 112 | 108 | 65 | 111 | 110 | 80 | 15&18
OVCAR-8 | 25 | 111 | 105 | 97 | 104 | 55 | 100 | 107 | 54 | 8.8*!
OVCAR-5 | 50 | 114 | 98 | 108 | 100 | 107 | 111 | 99 | 71 | 56&97
SW-620 | 20 | 106 | 114 | 101 | 91 | 77 | 104 | 109 | 103 | 14&13

31	C[N+](C)(C)CCc1ccccc1
32	COc1ccc(C(=O)/C=C/c2c(F)cccc2Cl)cc1S(N)(=O)=O
33	CCCCCCCCCCCCNC(=O)[C@H]1CSC(c2ccc(OC)c(F)c2)N1 (stereo partly drawn)
34	C[C@H](CCC(=O)O)[C@H]1CC[C@H]2[C@@H]3[C@H](O)C[C@@H]4C[C@H](O)CC[C@]4(C)[C@H]3C[C@H](O)[C@]12C
35	COc1cc(-c2nn(-c3ccc(F)cc3)cc2C(=O)O)ccc1O
36	O=C(Nc1cccc(C(=O)O)c1)Nc1nc2ccccc2s1
37	Cc1ccc(C)c(S(N)(=O)=O)c1
38	FC(F)(F)c1ccccc1I
39	COc1ccc(-c2csc(NC(=O)CN3CCN(c4cc5c(cc4F)c(=O)c(C(=O)O)cn5C4CC4)CC3)n2)cc1
40	CC(=O)C1=C(C)NC(NN)=NC1c1cccc([N+](=O)[O-])c1 (stereo not drawn)

entry no. | 31 | 32 | 33 | 34 | 35 | 36 | 37 | 38 | 39 | 40
OVCAR-4 | 101 | 43 | -97* | 105 | 92 | 103 | 101 | 115 | 41 | 105
PC-3 | 98 | 19 | -94* | 98 | 107 | 94 | 94 | 97 | 11 | 96
DU-145 | 105 | -0.5* | -88* | 127 | 99 | 105 | 109 | 108 | 30 | 114
KM12 | 100 | -41* | -85* | 111 | 93 | 103 | 106 | 109 | 15 | 105
HCC-2998 | 89 | -46* | -84* | 98 | 92 | 104 | 96 | 109 | 36 | 105
OVCAR-3 | 108 | -63* | -92* | 116 | 97 | 97 | 112 | 113 | 13 | 130
OVCAR-8 | 97 | 3.5* | -51* | 104 | 113 | 104 | 109 | 121 | 9.7* | 100
OVCAR-5 | 104 | 25 | -99* | 95 | 109 | 105 | 115 | 107 | 37 | 98
SW-620 | 104 | 4.6* | -70* | 107 | 97 | 96 | 110 | x | 16 | 106

41	CC1(C)NC2=C(C(Nc3cccnc3)N1)C(c1ccc([N+](=O)[O-])cc1)C(C(=O)c1ccc(N=[N+]=[N-])cc1)O2 (stereo not drawn)
42	C[N+](C)(CCOc1ccccc1)Cc1cccs1
43	COc1cc(Nc2cc(O)c3c(=O)cc(-c4ccccc4)oc3c2)cc(OC)c1
44	Cc1ccc(P(c2ccccc2)c2ccc(C)cc2)cc1
45	O=C(CN(Cc1ccco1)C(=O)/C=C/c1cccc([N+](=O)[O-])c1)Nc1ccccc1C(F)(F)F
46	COc1cc2cc(NCc3cnn(C)c3C)nc(C)c2cc1OC
47	COc1cc(C(=O)Nc2cc(O)c(CC=C(C)C)c(O)c2)cc2c1O[C@]1(C)CC[C@@H](O)C(C)(C)[C@H]1C2
48	CCN(CC)c1ccc(CNc2cc(C)nc3ccc(OC)cc23)cc1
49	CCCCC(S(=O)(=O)CC)S(=O)(=O)CC
50	CC1(C)CCCC2(C)C(OCCO)=CC(=O)C=C12 (stereo not drawn)

entry no. | 41 | 42 | 43 | 44 | 45 | 46 | 47 | 48 | 49 | 50
OVCAR-4 | 117 | 118 | 59 | 133 | 98 | 96 | 59 | 72 | 107 | 108
PC-3 | 99 | 98 | 28 | 84 | 95 | 80 | 18 | 29 | 97 | 97
DU-145 | 106 | 114 | 20 | 109 | 100 | 111 | 42 | 59 | 102 | 117
KM12 | 105 | 103 | 21 | 100 | 94 | 101 | 18 | 28 | 99 | 114
HCC-2998 | 110 | 98 | 32 | 102 | 92 | 94 | 7.4* | -93* | 100 | 109
OVCAR-3 | 110 | 115 | 0.4* | 107 | 99 | 108 | 28 | 52 | 102 | 116
OVCAR-8 | 101 | 95 | 26 | 97 | 40 | 90 | 31 | 81 | 104 | 101
OVCAR-5 | 98 | 98 | 45 | 105 | 91 | 87 | 53 | 96 | 103 | 114
SW-620 | 104 | 99 | 25 | 98 | 101 | 107 | 7.0* | -75* | 107 | 99

51	COc1ccc(-c2nc3cc(/C=N/c4nc5ccc(N6CCN(C)CC6)cc5s4)ccc3s2)cc1
52	CCn1c(Sc2nnc(/N=C3\NC(=O)/C(=C/c4ccc(Cl)cc4)S3)s2)nc2c1c(=O)n(C)c(=O)n2C
53	CCOC1=C(OCC)C(=O)c2ccccc2C1=O
54	COCO[C@@H]1C[C@]23CC[C@@H]4[C@](C)(COC(=O)NCc5ccc(OC)cc5)CCC[C@@]4(C)[C@@H]2CC[C@@]1(C)C3
55	COC(=O)CC[C@@H]1O[C@@H](c2ccccc2)[C@@H](O)[C@H]1O
56	CSc1nc(-c2cccc(NC(=O)/C=C/C(=O)O)c2)c(C#N)c(=O)n1C
57	C=C(Cl)[C@@H]1CC[C@]2(CO)CC[C@]3(C)[C@H](CC[C@@H]4[C@@]5(C)CC[C@H](O)C(C)(C)[C@@H]5CC[C@]43C)[C@@H]12

entry no. | 51 | 52 | 53 | 54 | 55 | 56 | 57
OVCAR-4 | 104 | 113 | 100 | 42 | 109 | 113 | 91
PC-3 | 104 | 94 | 96 | 51 | 92 | 102 | 54
DU-145 | 104 | 103 | 105 | 87 | 107 | 114 | 91
KM12 | 104 | 99 | 106 | 74 | 101 | 101 | 88
HCC-2998 | 105 | 100 | 101 | 97 | 104 | 111 | 103
OVCAR-3 | 109 | 101 | 114 | 75 | 100 | 114 | 90
OVCAR-8 | 105 | 97 | 99 | 53 | 99 | 104 | 89
OVCAR-5 | 101 | 102 | 110 | 123 | 100 | 99 | 104
SW-620 | 97 | 94 | 97 | 92 | 95 | 104 | 93
